# Screening results from PubChem BioAssay.
# RGS7-Gao: modulates binding of RGS7 to human Galphao | binding response (% of control), % at 10 µM | P09471 | 220,000 compounds, 0.35% hits | Multiplexed bead flow cytometry; actives lie on both sides; in the data active means binding response below about 49% or above about 150%; inconclusive means no clear call, values can overlap the other calls; inactive means in between;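 further: fluorescent Galphao held in activated GDP-AlF4 state binding bead-coupled RGS7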
# Target sequence (P09471 whole entry, looked up): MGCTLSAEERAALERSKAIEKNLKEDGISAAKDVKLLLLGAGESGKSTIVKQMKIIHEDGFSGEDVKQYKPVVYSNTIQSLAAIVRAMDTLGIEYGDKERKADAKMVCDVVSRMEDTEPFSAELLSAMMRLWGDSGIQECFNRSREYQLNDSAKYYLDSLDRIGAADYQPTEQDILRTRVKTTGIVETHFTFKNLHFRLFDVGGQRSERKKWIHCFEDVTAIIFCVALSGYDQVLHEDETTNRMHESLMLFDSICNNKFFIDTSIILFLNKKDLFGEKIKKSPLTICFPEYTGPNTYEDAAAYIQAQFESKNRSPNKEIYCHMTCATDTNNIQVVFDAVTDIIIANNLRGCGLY
# Mcl-1 Bim block: human Bim-Mcl-1 interaction inhibition; Bead-based flow cytometry, Bim peptide-Mcl-1 binding; inhibition, % at 10 µM; 190,000 compounds, 0.1% hits; AID 1009;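 further: 0% = no compound tracer wells and 100% = peptide blocker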
# RGS4-Gao reg: human RGS4-Galphao interaction regulation. P09471. Multiplexed bead flow cytometry, RGS4-Galphao binding; actives lie on both sides. binding response (% of control), % at 10 µM. 220,000 compounds, 0.33% hits; in the data active means binding response below about 49% or above about 150%; inactive means in between;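 further: fluorescent Galphao activated with aluminum fluoride binding bead-coupled RGS4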
# Bcl-W Bim block: inhibitors of Bim-Bcl-W interaction, human | inhibition, % at 10 µM | 190,000 compounds, 0.02% hits | AID 952 | bead-based flow cytometry, Bim peptide-Bcl-W binding | Q92843;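 further: 0% = bound tracer without compound and 100% = peptide blocker; higher means less fluorescent Bim peptide bound to Bcl-W beads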
# Target sequence (Q92843 whole entry, looked up): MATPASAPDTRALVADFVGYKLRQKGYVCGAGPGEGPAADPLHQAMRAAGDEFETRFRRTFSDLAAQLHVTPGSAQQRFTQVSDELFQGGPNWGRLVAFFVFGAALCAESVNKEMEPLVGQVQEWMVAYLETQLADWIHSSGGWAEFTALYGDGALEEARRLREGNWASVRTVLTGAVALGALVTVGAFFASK
# Mcl1-Noxa inh: disrupts binding of human Mcl-1 to Noxa peptide; TR-FRET Mcl-1/Noxa peptide binding, 2 h; Q07820; inhibition, % at 21.7 µM; 220,000 compounds, 1.5% hits;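 active means compounds that cut the protein-peptide binding signal by more than 50% relative to plate controls in a single-dose test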;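 further: His-tagged Mcl-1 with rhodamine Noxa BH3 peptide and terbium anti-His antibody; 0% = Mcl-1 plus Noxa peptide wells and 100% = peptide-only wells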
# RGS8-Gao: human RGS8-Galphao interaction regulation; multiplexed bead flow cytometry, RGS8-Galphao binding; actives lie on both sides; response (percent of control binding), % at 10 µM; 220,000 compounds, 0.34% hits; AID 1423; in the data active means response below about 60% or above about 140%; inactive means in between;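 further: Galphao activated as the GDP aluminium fluoride complex binding bead-coupled RGS8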
# Bim-Bcl-2: human Bim-Bcl-2 interaction inhibition. P10415. Bead-based flow cytometry, Bim peptide-Bcl-2 binding. inhibition, % at 10 µM. 190,000 compounds, 0.06% hits. AID 950; in the data active means inhibition above about 40%; inconclusive means no clear call, values can overlap the other calls;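 further: 0% = no compound wells with probe peptide and 100% = reference peptide inhibitor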
# Target sequence (P10415 whole entry, looked up): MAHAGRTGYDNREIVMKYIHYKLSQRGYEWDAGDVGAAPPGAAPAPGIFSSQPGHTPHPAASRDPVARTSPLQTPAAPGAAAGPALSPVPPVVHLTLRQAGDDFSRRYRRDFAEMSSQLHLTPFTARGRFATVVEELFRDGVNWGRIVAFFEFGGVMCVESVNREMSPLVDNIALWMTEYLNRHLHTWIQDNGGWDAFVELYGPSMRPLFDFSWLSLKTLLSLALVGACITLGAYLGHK
# Mcl1 Bid PPI: disrupts binding of human Mcl-1 to Bid peptide. Q07820. TR-FRET Mcl-1/Bid-Dy647 peptide binding, 1536-well. inhibition, % at 21.7 µM. 220,000 compounds, 0.97% hits;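 active means compounds that cut the binding signal by more than half at the single screening dose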;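 further: His-tagged Mcl-1 with europium anti-His antibody binding Bid BH3 peptide; 0% = Mcl-1 plus peptide wells and 100% = peptide-only wells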
# Bim-Bcl-XL: disrupts Bim peptide binding to human Bcl-XL | Q07817 | AID 1007 | bead flow cytometry, fluorescence | 190,000 compounds, 0.04% hits | inhibition, % at 10 µM
# Bim-Bfl-1: human Bim-Bfl-1 interaction inhibition. Q16548. Bead-based flow cytometry, Bim-Bfl-1 binding inhibition. inhibition, % at 10 µM. 190,000 compounds, 0.12% hits. AID 1008;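 further: 0% = wells without compound plus tracer and 100% = blocker peptide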
# Bim-Bcl-B: human Bim-Bcl-B interaction inhibition; Q9HD36; bead-based flow cytometry, Bim peptide-Bcl-B binding; inhibition, % at 10 µM; 190,000 compounds, 0.073% hits;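 further: 0% = tracer peptide without compound and 100% = reference inhibitor peptide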
# Target sequence (Q9HD36 whole entry, looked up): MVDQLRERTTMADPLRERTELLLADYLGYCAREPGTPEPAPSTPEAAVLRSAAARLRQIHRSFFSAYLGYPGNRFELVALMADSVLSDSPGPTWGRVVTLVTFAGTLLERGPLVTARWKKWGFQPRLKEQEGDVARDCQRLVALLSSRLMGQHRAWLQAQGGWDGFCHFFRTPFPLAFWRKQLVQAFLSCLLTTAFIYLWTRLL
# The depositor's hits bear a star; ? = inconclusive; . = not tested or not shown. Unless noted, no stated cut-off is given here; in the data, active means inhibition above about 40%.
RGS7-Gao	RGS8-Gao	Mcl1 Bid PPI	Bim-Bcl-2	Bcl-W Bim block	Mcl1-Noxa inh	Bim-Bfl-1	Bim-Bcl-XL	RGS4-Gao reg	Mcl-1 Bim block	Bim-Bcl-B	canonical_smiles
100	101	-11	7	6	0	7	12	104	8	8	O=C(Nc1ncccn1)C1c2ccccc2Oc2ccccc21
94	93	-35	1	0	2	-1	-1	94	0	0	Cc1noc(C)c1S(=O)(=O)N1CCC(C(=O)NCCN2CCC(C)CC2)CC1
?	99	-16	-7	0	7	-9	-4	101	-3	-8	CC(C)Sc1snnc1-c1ccccc1
97	102	-12	-9	-7	-1	-18	-9	101	-6	-12	CCc1ccc(C(=O)CN2C(=O)NC(C)(CCc3ccccc3)C2=O)cc1 (centres undefined)
97	100	-21	-1	0	-6	-7	-1	101	0	-3	COc1ccc(NC(=O)CCN2CCN(S(=O)(=O)c3ccc(OC)cc3)CC2)cc1
94	100	-21	-1	-2	-7	1	-3	100	-2	1	Cc1ccccc1NC(=O)c1onc2c1CCCC2
95	104	-30	0	1	-2	-6	0	101	2	-1	COCCOc1ccc(C(F)(F)F)cc1N
96	92	-17	0	0	-18	-1	-2	96	0	-7	CC(C)(C)c1ccc(CSc2nnc(-c3ccccc3NC(=O)c3ccccc3)o2)cc1
101	103	-3	1	0	5	-3	0	105	1	1	O=C(O)CN(Cc1ccccc1)S(=O)(=O)c1ccc2c(c1)OCCO2
101	103	-6	-7	3	3	-6	-1	103	0	-3	Cn1[nH]c(=O)c(Cl)c(Cl)c1=O
96	102	-10	-3	-1	31	-2	-1	98	1	0	CON=C1CCN(c2ncc(C(F)(F)F)cc2Cl)CC1
98	103	24	-9	0	-20	-15	-4	99	0	-5	COC(=O)c1ccccc1NC(=O)C1CC(c2ccc(F)cc2)=NO1 (centres undefined)
94	97	-17	-1	0	-6	-4	0	96	0	0	COc1ccc(C(=O)N/N=C(\Cc2ncc[nH]2)c2ccccc2)cc1
95	99	0	-8	1	4	-7	0	97	2	-2	COc1ccc(N(CC(=O)NCCSCc2c(F)cccc2Cl)S(C)(=O)=O)cc1OC
?	100	-12	.	.	-18	.	.	98	.	.	Cc1nn(-c2ccccn2)c2c1C(=O)CC(C)(C)C2Br (centres undefined)

# The closing 7 entries of the section above come first, to join the parts:
RGS7-Gao	RGS8-Gao	Mcl1 Bid PPI	Bim-Bcl-2	Bcl-W Bim block	Mcl1-Noxa inh	Bim-Bfl-1	Bim-Bcl-XL	RGS4-Gao reg	Mcl-1 Bim block	Bim-Bcl-B	canonical_smiles
101	103	-3	1	0	5	-3	0	105	1	1	O=C(O)CN(Cc1ccccc1)S(=O)(=O)c1ccc2c(c1)OCCO2
101	103	-6	-7	3	3	-6	-1	103	0	-3	Cn1[nH]c(=O)c(Cl)c(Cl)c1=O
96	102	-10	-3	-1	31	-2	-1	98	1	0	CON=C1CCN(c2ncc(C(F)(F)F)cc2Cl)CC1
98	103	24	-9	0	-20	-15	-4	99	0	-5	COC(=O)c1ccccc1NC(=O)C1CC(c2ccc(F)cc2)=NO1 (centres undefined)
94	97	-17	-1	0	-6	-4	0	96	0	0	COc1ccc(C(=O)N/N=C(\Cc2ncc[nH]2)c2ccccc2)cc1
95	99	0	-8	1	4	-7	0	97	2	-2	COc1ccc(N(CC(=O)NCCSCc2c(F)cccc2Cl)S(C)(=O)=O)cc1OC
?	100	-12	.	.	-18	.	.	98	.	.	Cc1nn(-c2ccccn2)c2c1C(=O)CC(C)(C)C2Br (centres undefined)
98	101	-4	0	2	14	0	-3	98	1	-1	CCOC(=O)C1CCCN(c2cc(C)nc3cc(-c4ccc(Cl)cc4)nn23)C1 (centres undefined)
104	102	-20	-3	-7	23	3	-6	102	-3	-7	Cc1ccc(NC(=O)c2sc3nc(N)c(C#N)cc3c2N)cc1
101	101	6	-3	-1	-4	-6	-4	97	-2	-6	Cc1cc(C)cc(NC(=S)NC(=O)CCN2C(=O)c3ccccc3C2=O)c1
91	88	9	13	11	43	15	8	92	14	-13	O=C1c2ccccc2-c2onc3ccc(Oc4ccccc4)c1c23
110	104	-12	0	-1	15	-5	0	108	0	-2	CC(=O)c1cc2c(cc1N(C(=O)Cn1nnc3ccccc31)C(C(=O)NCCC(C)C)c1cccnc1)OCO2 (centres undefined)
98	101	-10	-4	-1	-15	-8	-4	101	-3	-6	O=C(Cn1c(S(=O)(=O)Cc2ccccc2)nc2ccccc21)N1CCCCC1
110	98	-20	-9	1	27	-3	-8	97	-7	-21	CCc1c(C)[nH]c(=S)c(C#N)c1C
101	100	4	-10	-1	-16	-12	-11	101	-2	-7	COc1ccc(Oc2nc(SC)nc3ccsc23)cc1
100	100	-1	-1	0	5	0	0	101	0	-1	OCCN1CCN(CCOc2cccc(Cl)c2)CC1
100	104	-13	-11	-1	-9	-14	-9	100	-2	-9	Cc1ccc(CO/N=C/C2=C(Cl)c3ccccc3CC2)cc1
109	96	-25	1	-1	-31	1	-1	107	0	-3	CCOC(=O)c1c(NC(=O)C2CCCN(S(=O)(=O)c3ccccc3)C2)sc2c1CCCC2 (centres undefined)
94	100	-37	-2	-4	0	0	-3	95	-4	-5	Cc1cccc(C)c1NC(=O)COC(=O)c1ccc(N2CCCC2)c([N+](=O)[O-])c1
96	102	-9	-9	0	14	-7	-4	101	4	-6	CN(C)C(=O)CCCc1nc(-c2ccc(Cl)cc2)no1
100	98	-3	0	1	-1	-1	-1	100	-1	0	C=CCn1c(CNC(=O)c2ccco2)nnc1SCC(=O)c1ccc(OC)cc1
?	101	-65	.	.	3	.	.	99	.	.	CSc1nc(C)nc(C2CC2)c1C#N
98	99	9	-2	-4	0	-5	-7	97	-2	-7	CCOC(=O)c1ccc(NC(=O)c2ccccc2N(C)S(=O)(=O)c2ccccc2)cc1
104	102	-9	1	-3	5	-2	-4	101	-3	-3	O=C(c1ccccc1C(=O)N1CCN(c2ccccc2F)CC1)N1CCN(c2ccccc2F)CC1
105	104	-28	-1	-2	-17	-1	-5	103	0	-6	COC(=O)c1sc(NC(=O)C2c3ccccc3Oc3ccccc32)c(C(=O)OC)c1C
97	98	-6	-1	-3	14	0	-3	95	-5	-5	CCOc1ccc(C(=O)CN2CCN(S(=O)(=O)c3ccc(Cl)cc3)CC2)cc1
?	100	-8	1	0	8	4	-3	96	-1	2	CCCOc1ccc(/C=C/C(=O)O)cc1OC
99	101	-59	-6	-4	-3	-2	-7	99	-4	-11	Cc1cccc(N2CCN(Cc3nc(-c4ccc(F)cc4F)oc3C)CC2)n1
102	101	-15	2	-4	-7	-1	-10	104	0	-6	Cc1nn(C)c(C)c1CN(C)C(=O)C1c2ccccc2Oc2ccccc21
103	102	-28	-1	3	0	1	-3	103	0	-5	COC(=O)c1ccc(-n2c(C)ccc2-c2ccccc2)cc1
95	102	-64	-4	0	5	-2	0	101	0	-5	COc1ccc(/C=C/C(=O)NC(=S)NCCc2ccc(OC)c(OC)c2)cc1
92	100	-24	-9	-3	-4	-6	-5	95	-8	-5	N#Cc1c(NC(=O)CN2CCCCC2)sc2c1CCC2
?	97	-13	-6	-8	11	-2	-11	99	-4	-24	COc1ccccc1-n1c(Cc2cccs2)n[nH]c1=S
99	103	-14	-6	-1	13	-14	-6	98	-1	-7	Cc1cccc(-c2nc(CSCC(=O)N3CCN(c4ccccn4)CC3)c(C)o2)c1
99	103	-14	-1	-1	-33	2	-6	101	0	0	O=C(Nc1nnc(-c2ccc(Cl)cc2)o1)c1ccc(N2C(=O)CCC2=O)cc1
99	96	-5	-4	-3	14	-3	-1	94	-2	-2	CN(C)Cc1nc2c(c(=O)[nH]1)C1(CCCCC1)Cc1ccccc1-2
?	100	-5	.	.	19	.	.	99	.	.	CCOc1cc(/C=N/Nc2cc(C)nc(-n3nc(C)cc3C)n2)ccc1O
100	102	-6	0	0	7	0	0	101	1	0	Cc1cccc(C)c1NC(=O)c1cc2c(=O)c3ccccc3oc2nc1C(F)(F)F
102	102	32	-2	0	0	-6	-2	100	0	-1	CN(C)CC(O)COc1ccc(-c2ccc(C#N)cc2)cc1 (centres undefined)
102	99	34	-9	-3	10	-14	-15	99	-2	-7	CC1(C)CC(=O)c2cc(C(=O)Nn3cnnc3)c(=O)n(-c3ccccc3)c2C1
104	107	-26	0	0	10	-1	-5	105	0	0	CCCCNS(=O)(=O)c1ccc2nc(SCC(=O)Nc3cccc(F)c3)[nH]c2c1
91	86	3	-3	-3	8	-4	-3	74	1	-3	COC(=O)[C@@H]1CCCN1Cc1nc(Cc2ccccc2F)no1
88	96	-6	-8	-2	-24	-12	-3	90	0	-2	COc1ccc(NC(=O)C2(c3ccc(NC(=O)c4ccc(OC)cc4)cc3)CCCC2)cc1
99	101	-31	-14	-11	9	-8	-12	99	-10	-16	COc1cc(NC(=S)Nc2cccnc2)cc(OC)c1
?	100	-8	.	.	6	.	.	99	.	.	CN(/N=C/c1ccc(Cl)cc1)c1ncc(Cl)cc1C(F)(F)F
99	99	-6	-9	-1	13	-10	-2	99	-1	-8	N#CC1=C(N)C(C#N)(C#N)[C@H](c2ccsc2)[C@H]2COCC=C12
100	102	-17	-5	-8	-4	-7	-5	101	-4	-4	Cc1ccc(CC2CC(=O)N(CCc3ccc4c(c3)OCO4)C2=O)cc1 (centres undefined)
91	95	-13	-2	-4	3	-7	-2	90	-2	-2	CCOc1ccccc1OCCCC(=O)Nc1sccc1C(N)=O
?	96	-24	-2	-1	15	-9	-3	95	-3	-4	CCNc1ccc(C(=O)OCC(=O)NC(=O)NCC(C)C)cc1[N+](=O)[O-]
?	95	-13	.	.	-3	.	.	94	.	.	COc1ccc(-c2csc(NC(=S)NC(=O)c3ccccc3)n2)cc1Br
97	96	-34	-6	1	3	-13	-12	100	0	-8	COc1ccccc1NC(=O)Nc1ccnn1C1CCCCC1
93	93	-28	2	0	11	7	0	95	1	-2	COc1ccc(NCc2cc3cc(OC)ccc3[nH]c2=O)cc1
100	90	-4	-2	1	18	-5	2	97	3	-1	O=C(CC1(O)C(=O)Nc2ccccc21)c1ccc(-n2cnnn2)cc1 (centres undefined)
102	108	-5	-2	0	0	-7	-4	101	-1	-3	Cc1ccc2nc(C)c(C(=O)O)cc2c1
96	103	-7	-20	-12	-17	-5	-15	102	-16	-16	CC(=O)Nc1ccc(-c2cc(-c3ccccc3)nc(-c3ccccc3)n2)cc1
99	101	-9	-12	-2	16	-16	-7	100	-2	-8	CSc1nc(O)c(C2OC(=O)c3ccccc32)c(=O)[nH]1 (centres undefined)

# Outcome played no part in choosing rows; 2.7% or so of the library scored in one or more.
